# Source: PubChem BioAssay
# OXTR ag: activates the human oxytocin receptor; 320,000 tested, 0.32% active; activation, % at 3 µM; CHO-OTR cells, Fluo-8 calcium fluorescence; normalized: DMSO 0%, oxytocin 100%; AID 2435;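 active means activation above the mean of all tested compounds plus 3 SD, cutoff set per screening run, cut at about 20% in these data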;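 further: peak over basal fluorescence ratio from a 100 s FLIPR kinetic read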
# M1 antag: blocks human M1 muscarinic receptor. CHO-K1 hM1, Fluo-8 calcium fluorescence, ACh EC80 antagonist. inhibition, % at 3 µM. 360,000 tested, 1.3% active;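 active means percent inhibition above its own plate's cutoff, namely the mean of that plate's compound wells plus 3 SD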;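 further: peak over basal fluorescence ratio during 140 s after agonist addition; 0% = ACh EC80 plus DMSO and 100% = DMSO alone without agonist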
# CHO parental Ca: counter-screen: ATP calcium response change in parental CHO cells; inhibition, % at 5.6 µM; 330,000 tested, 0.63% active; parental CHO-K1, ATP-induced calcium, Fluo-8 fluorescence;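 active means inhibition above that plate's mean sample inhibition plus 3 SD, cut at about 26% in these data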;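 further: 0% = ATP-challenged DMSO wells and 100% = DMSO wells without ATP; some compounds past the cut are filed as inactive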
#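 Test system: parental CHO cells; detection: calcium-sensitive Fluo-8 fluorescence; evaluation: percent inhibition of calcium signal; also added: ATP as calcium-mobilizing challenge; repeats: one well per compound; control set: ATP-challenged DMSO wells low, unchallenged DMSO wells high; compound: single nominal dose of 5.6 µM per compound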
# V1aR counter: V1a receptor agonism, counter-screen for OXTR agonists. P37288. activation, % at 3 µM. 320,000 tested, 0.25% active. CHO-V1R cells, Fluo-8 calcium fluorescence, agonist mode; 0% DMSO, 100% 3 nM vasopressin;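 active means activation above the mean activation of all tested compounds plus 3 SD, per screening run, cut at about 20% in these data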;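 further: signal is peak over basal fluorescence ratio across a 100 second FLIPR read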
# Target sequence (P37288 whole entry, looked up): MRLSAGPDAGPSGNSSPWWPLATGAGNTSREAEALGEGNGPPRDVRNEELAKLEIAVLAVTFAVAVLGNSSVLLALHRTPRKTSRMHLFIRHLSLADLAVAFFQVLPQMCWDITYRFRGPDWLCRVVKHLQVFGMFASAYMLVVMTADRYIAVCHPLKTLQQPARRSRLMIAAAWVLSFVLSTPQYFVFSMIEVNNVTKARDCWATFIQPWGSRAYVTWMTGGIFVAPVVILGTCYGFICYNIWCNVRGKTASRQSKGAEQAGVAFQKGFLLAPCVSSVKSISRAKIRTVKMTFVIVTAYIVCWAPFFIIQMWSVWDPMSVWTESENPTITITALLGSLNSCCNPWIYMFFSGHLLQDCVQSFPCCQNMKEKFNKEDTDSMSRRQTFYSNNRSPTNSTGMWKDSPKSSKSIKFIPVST
# CHRM1 PAM: potentiates human M1 receptor response to acetylcholine. P11229. CHO-K1 hM1, Fluo-8 calcium fluorescence, ACh EC20; 0% = ACh EC20, 100% = maximal ACh. activation, % at 3 µM. 360,000 tested, 0.088% active; in the data active means activation above about 19%, passing the limit was not always enough
# TAAR1 agonist: agonists of human TAAR1; Q96RJ0; CHO RD-HGA16 TAAR1, Fluo-8 calcium fluorescence; vehicle wells 0%, saturating PEA agonist 100%; activation, % at 3 µM; 360,000 tested, 0.99% active; AID 624467;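 active means activation above the mean activation of all test compounds in the run plus 3 SD, cut at about 38% in these data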
# Target sequence (Q96RJ0 whole entry, looked up): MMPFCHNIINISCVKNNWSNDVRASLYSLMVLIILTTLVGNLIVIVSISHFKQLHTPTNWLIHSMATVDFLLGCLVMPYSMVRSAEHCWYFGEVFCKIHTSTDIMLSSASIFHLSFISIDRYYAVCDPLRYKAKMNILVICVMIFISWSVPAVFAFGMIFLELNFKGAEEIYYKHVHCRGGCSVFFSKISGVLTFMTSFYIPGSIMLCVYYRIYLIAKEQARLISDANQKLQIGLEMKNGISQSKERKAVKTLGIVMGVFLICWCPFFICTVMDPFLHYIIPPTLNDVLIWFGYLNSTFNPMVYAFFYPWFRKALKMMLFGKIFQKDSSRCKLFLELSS
#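 test system = CHO RD-HGA16 cells carrying human TAAR1 plus Gα16 | schedule = 17-24 h seeding, 75 min 37 °C dye, 30 min RT | compound dosing = 3 µM single concentration | control set = DMSO and PEA EC100 | replicates = n 1 | signal = Fluo-8 fluorescence, 5 s baseline then 140 s kinetic read | measure = percent activation vs PEA EC100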
# CHRM1 agonist: human M1 muscarinic receptor agonism; AID 588814; CHO-K1 hM1, Fluo-8 calcium fluorescence, agonist mode; 0% DMSO, 100% acetylcholine EC100; P11229; 360,000 tested, 0.33% active; activation, % at 3 µM;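 active means activation above the run's mean compound activation plus 3 SD, cut at about 16% in these data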;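 further: peak over basal fluorescence ratio within a 140 s kinetic read after compound addition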
# TAAR1 antagonist: antagonists of human TAAR1. Q96RJ0. CHO RD-HGA16 TAAR1, Fluo-8 calcium fluorescence, antagonist. inhibition, % at 3 µM. 360,000 tested, 1.5% active. AID 624466;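 active means inhibition above a per-plate cutoff, the mean inhibition of test compounds on that plate plus 3 SD, cut at about 49% in these data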;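 further: 0% = DMSO plus EC80 beta-PEA response and 100% = DMSO alone without agonist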
#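 Test system: hTAAR1-expressing CHO RD-HGA16 cells, Gα16-coupled; Probe or stimulus: EC80 β-phenethylamine stimulus; Compound dosing: single nominal final test compound concentration of 3 µM; Timing: 140 s kinetic read after compound, 140 s after agonist; Signal: Fluo-8 calcium-sensitive fluorescence; Measure: % inhibition of agonist calcium response; Controls: DMSO and EC80 PEA controls.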
# OXTR potentiate: potentiators of human oxytocin receptor; 320,000 tested, 0.061% active; AID 2445; CHO-OTR cells, Fluo-8 calcium fluorescence, potentiator mode; 0% = oxytocin EC15, 100% = EC100; activation, % at 3 µM;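 active means activation above that plate's cutoff, the mean activation of tested compounds plus 3 SD, cut at about 6.6% in these data, passing the limit was not always enough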;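 further: 100% uses oxytocin at 75 nM as the full agonist control; some results filed as inactive read as strong as hits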
#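 Assay system: CHO cell line stably expressing human OTR. Reagent: EC15 oxytocin agonist. Dosing: single dose, 3.0 µM nominal final compound concentration. Timing: compound 6 min at room temperature before oxytocin, 100 s read. Signal: kinetic Fluo-8 calcium fluorescence. Controls: oxytocin EC15 low and EC100 high.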
# Active calls of the source: *; . = no result given.
SMILES,OXTR ag,M1 antag,CHO parental Ca,V1aR counter,CHRM1 PAM,TAAR1 agonist,CHRM1 agonist,TAAR1 antagonist,OXTR potentiate
CCCCn1nnc(NC(=O)c2ccc([N+](=O)[O-])cc2Cl)n1,-0.1,-24.2,-2.9,-0.1,2.4,4.7,-0.6,-28.1,1.4
Cn1cc(CN2CCC[C@H]2CO)c(-c2cccc(Cl)c2)n1,0.8,3.3,-8.0,0.6,2.7,2.3,-7.2,-13.4,2.1
O=C(CCc1ccccc1)NCCc1nc2ccccc2[nH]1,-1.4,16.8,-14.5,-1.4,-6.8,2.4,-3.4,5.3,-6.9
CN1CCN(C(=O)c2cc([N+](=O)[O-])ccc2Cl)CC1,0.2,-24.9,0.0,-0.6,18.6,2.9,3.3,-18.8,-7.4
Cc1ccc2nc(SCC(=O)Nc3ccc4sc(C)nc4c3)c(C#N)cc2c1,0.4,-6.4,-27.2,-0.1,7.9,3.6,-3.5,5.7,-4.7
Cc1ccn2c(=O)c(C(=O)NCCCN3CCCCC3C)c(O)nc2c1 (stereo not drawn),-0.9,-13.3,10.9,-0.5,8.5,.,-3.4,.,-17.7
CCOCC(=O)Nc1cc(C(=O)OC)ccc1C(=O)OC,-1.6,-6.3,-10.3,-1.1,8.9,7.9,-2.6,-10.2,-5.9
COc1cc(OC)cc(-c2c(-c3cccs3)c3cc(-c4ccc5cc[nH]c5c4)ccc3n2C)c1,1.2,-0.8,-6.9,-0.3,2.7,0.0,-0.1,9.8,6.2
COc1ccc(OC)c(-c2cc(C3CCN(c4ncccc4[N+](=O)[O-])CC3)[nH]n2)c1,0.0,-11.8,-16.5,1.1,1.2,6.0,-2.0,9.8,-13.8
CCSc1nc2c(c(=O)[nH]1)C(C(C)C)C(C#N)=C(N)O2 (stereo not drawn),-0.3,-5.3,-1.5,0.6,8.2,-1.0,0.4,8.7,2.7
CCN(CC(=O)Nc1ccc2c(c1)OCCO2)C(=O)c1ccccc1Br,0.7,-2.4,-8.4,1.0,-0.3,6.1,-4.8,4.1,-5.3
CN(/N=C/c1ccc(Cl)cc1Cl)c1ncc(Cl)cc1C(F)(F)F,0.8,4.8,-7.7,0.3,-1.4,1.4,-1.0,-33.4,-0.1
COc1cccc(NC(=O)CN2C(=O)NC(C)(C3CC3)C2=O)c1 (stereo not drawn),1.7,7.3,-5.4,1.0,0.7,0.8,1.6,5.7,-1.2
C/C=C\C=C/C(=O)Nc1cccc(C2=NOC3(C2)C[C@H](C(N)=O)N(C(=O)CC)C3)c1 (stereo partly drawn),-0.2,-7.8,-3.0,1.7,-2.7,2.3,-3.1,-5.5,-4.3
Cc1ccc(NC(=O)C2CCC2)cc1S(=O)(=O)N1CCCCCC1,-1.1,3.4,-15.8,0.8,-3.0,5.0,-3.0,-6.8,4.1
O=C(c1ccc(NS(=O)(=O)c2cccc(F)c2)cc1)N1CCCCC1,3.0,-2.6,-14.2,6.9,0.3,4.1,1.4,4.4,1.7
CCOC(=O)N1CCN(C(=O)c2ccc(S(=O)(=O)Nc3ccc(C)cc3)cc2)CC1,8.4,32.1*,1.3,11.0,-13.5,16.3,-1.5,2.0,-3.9
CCOC(=O)c1ccc(NC(=S)NN2CCN(C)CC2)cc1,0.8,-2.4,-4.3,1.3,-1.8,2.2,-9.5,-10.3,-5.8
O=C(Cc1coc2ccc3ccccc3c12)Nc1nccs1,1.7,1.5,-5.7,-0.4,5.8,29.9,3.9,3.4,-16.1
COc1ccc(-c2csc(C(NC(C)=O)c3ccccc3)n2)cc1 (stereo not drawn),.,4.0,.,.,-2.7,0.7,-2.1,-14.8,.
COC(=O)c1ccccc1S(=O)(=O)N1CCC(C(=O)OCC(=O)NCC(F)(F)F)CC1,0.4,-14.8,14.6,0.1,9.0,1.2,-4.0,-21.2,-3.0
Cc1c(S(=O)(=O)c2ccccn2)c(N)n(Cc2ccccc2Cl)c1C,0.2,-7.1,-23.1,0.1,1.1,1.9,-7.6,-5.4,-11.3
C/C(=N\O)C(C)(C)Nc1cccc(Br)c1,-1.1,-19.2,-19.6,-0.8,5.9,-0.8,-3.8,-7.4,-7.2
CN(Cc1ccon1)Cc1cn(C)nc1-c1cccc(Cl)c1,-0.2,2.2,-15.2,0.5,1.9,11.2,-5.2,10.2,-12.2
COc1cc(OC)cc(-c2c(-c3cccs3)c3cc(-c4cnc(OC)nc4)ccc3n2C)c1,0.1,3.5,-24.4,0.5,0.7,-1.1,-3.6,8.1,1.8

# More entries follow:
SMILES,OXTR ag,M1 antag,CHO parental Ca,V1aR counter,CHRM1 PAM,TAAR1 agonist,CHRM1 agonist,TAAR1 antagonist,OXTR potentiate
CCN(CC)CCCC(C)NC(=O)c1cc(=O)c2ccccc2o1 (stereo not drawn),1.4,-4.8,-0.7,0.1,5.9,3.8,-6.6,-21.4,3.0
Cc1ccc(OCC(=O)Nc2ccc(Cl)cc2)c([N+](=O)[O-])n1,2.3,-2.6,-6.2,3.5,4.4,1.4,-7.1,-24.7,-8.6
CCCc1c(C(=O)N/N=C/c2ccc(OCc3ccccc3)cc2)nnn1-c1nonc1N,.,-12.1,.,.,5.3,0.0,-2.1,-6.8,.
CCC(O)(CC)C(=O)N/N=C/c1cc(Br)cc(Br)c1O,0.0,-10.4,-1.8,-0.6,3.4,0.3,-2.1,8.3,-0.7
FC(F)(F)c1cnc(Oc2cccc3ccccc23)c(Cl)c1,-1.8,-3.2,-8.8,-0.8,5.9,-1.6,-7.7,-15.2,-0.2
CCc1nc(Nc2ccc3c(c2)OCCO3)c2oc3ccccc3c2n1,-1.8,-17.9,-29.0,-2.1,7.8,9.6,-6.0,28.6,3.2
O=C(O)/C=C/C(=O)c1ccc2c(c1)NC(=O)CO2,1.0,-6.5,1.7,1.2,13.7,3.4,-5.0,8.6,-10.2
O=C(Nc1nc(-c2ccc3c(c2)OCCO3)cs1)c1ccc(S(=O)(=O)N2CCCCC2)cc1,0.6,2.0,1.5,-0.1,-0.9,1.2,-4.1,-9.0,-8.7
O=C(COc1ccccc1)Nc1ccc2c(c1)C(=O)N(CC1CCCO1)C2=O (stereo not drawn),1.0,3.9,-11.9,2.2,0.1,12.2,-1.9,-8.1,-15.5
CC(NC(=O)c1ccc(F)cc1Cl)C1CC2CCC1C2 (stereo not drawn),-2.0,1.2,1.0,-0.7,-0.5,-3.3,-6.0,-8.9,-6.2
COc1cc(Br)c(C2CC(=O)Nc3cc(OC)c(OC)cc32)cc1OC (stereo not drawn),.,-4.7,.,.,6.4,1.7,0.2,2.5,.
Cc1nnc(NS(=O)(=O)c2ccc(F)cc2)s1,.,2.9,.,.,3.6,1.0,-1.7,-7.6,.
O=C(NC(Cc1ccccc1)C(=O)O)/C(=C\c1ccc(Br)cc1)NC(=O)c1ccc(Br)o1 (stereo not drawn),0.4,-3.4,5.8,0.6,3.4,1.6,-3.5,-2.4,-2.9
O=C1NC(=O)C(c2cn(-c3ccccc3)nc2-c2ccc(F)cc2)N1 (stereo not drawn),0.0,-18.8,-8.2,0.0,2.5,2.5,-7.8,-11.3,-1.8
CC1CCN(c2ccc(C(=O)NCc3cccs3)cn2)CC1,-1.6,-5.2,-14.3,-1.3,3.4,-1.0,-8.1,3.0,1.4
Cc1cc(C)cc(NC(=O)COC(=O)c2n[nH]c3ccccc23)c1,-0.7,-0.7,-7.4,0.6,2.3,-0.1,-4.4,-3.8,-3.1
CCOc1ccc(NC(=O)C(CC(=O)O)Cc2ccc(C)cc2)cc1 (stereo not drawn),.,-17.9,.,.,20.8,-0.3,-3.7,7.3,.
COc1cc(CCC(=O)OCC(=O)N(CCC#N)c2ccccc2)cc(OC)c1OC,0.9,5.2,-9.3,4.2,-3.4,6.3,-6.1,-8.0,0.6
COC(=O)C1(C(=O)OC)NOC2C(=O)N(c3ccccc3)C(=O)C21 (stereo not drawn),1.1,-0.5,-3.2,0.3,1.2,-0.1,-2.1,11.6,3.0
COc1ccc(CNS(=O)(=O)c2cc3c(cc2C)N(C)CCO3)cc1,-0.8,-1.6,1.1,2.9,0.8,2.0,-2.4,6.1,-0.3
CCc1ccc(OCC(=O)OCC(=O)NC2CCCC(C)C2C)cc1 (stereo not drawn),16.6,-6.0,-6.5,0.8,3.3,4.7,-2.7,-12.5,-7.0
COc1ccc2c(c1)c(C(O)CN1CCN(Cc3ccc4c(c3)OCO4)CC1)c(C)n2C (stereo not drawn),4.7,4.0,-4.9,1.5,-0.4,6.6,-4.7,-7.2,3.5
COC(=O)CNC(=O)C(C)NC(=O)OCc1ccccc1 (stereo not drawn),1.7,6.8,-3.9,0.2,4.7,2.1,-2.8,8.4,-9.8
CN(C)c1nc(N)nc(CSc2nnnn2-c2ccc(Cl)cc2)n1,.,-14.5,.,.,2.0,2.1,-1.1,4.5,.
CCOC(=O)N1CCN(S(=O)(=O)CCNC(=O)c2ccc(OC)cc2)CC1,0.0,-12.1,-5.2,-0.8,9.6,-0.3,-1.0,-14.9,-1.9
CC(C)NS(=O)(=O)c1ccc(NC(=O)C(C)Oc2ccc(C(=O)c3ccccc3)cc2)cc1 (stereo not drawn),54.0*,66.5*,68.3*,66.2*,-18.9,122.9*,57.2*,105.2*,-17.5
Cc1ccc(F)cc1NC(=O)CSc1nnc(CNC(=O)c2ccco2)n1C,-0.9,7.2,0.2,-0.6,-1.1,0.6,-2.3,-10.3,5.3
O=C(CCCCC(=O)NCc1cccs1)NCc1cccs1,-0.1,-8.4,-18.1,-0.1,3.5,11.2,-2.9,10.9,-11.4
CCCCN(C(=O)Cc1ccc(S(=O)(=O)N2CCOCC2)s1)c1c(N)n(CC(C)C)c(=O)[nH]c1=O,.,-11.6,.,.,15.8,0.5,3.5,5.5,.

# 2 entries drawn at random from the list so far, as already listed:
SMILES,OXTR ag,M1 antag,CHO parental Ca,V1aR counter,CHRM1 PAM,TAAR1 agonist,CHRM1 agonist,TAAR1 antagonist,OXTR potentiate
CC1CCN(c2ccc(C(=O)NCc3cccs3)cn2)CC1,-1.6,-5.2,-14.3,-1.3,3.4,-1.0,-8.1,3.0,1.4
CCCc1c(C(=O)N/N=C/c2ccc(OCc3ccccc3)cc2)nnn1-c1nonc1N,.,-12.1,.,.,5.3,0.0,-2.1,-6.8,.

# Compounds were not picked by outcome, and some 3.7% of all compounds hit somewhere here.
